Calpain2 inh – calpain II (pig) inhibition; purified calpain II, fluorogenic peptide substrate, 30 min; inhibition, % at 16 µM; hit rate 0.37% among 220,000; AID 1236;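 active = inhibition above about 50%, limit read from the data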
PERK inhibitor – human PERK inhibition, primary cell-based screen | Q9NZJ5 | CHO PERK-DD fusion, SEAP luminescence translation reporter | inhibition, % at 5.6 µM | hit rate 0.17% among 220,000 | AID 1416;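 active = inhibition above the mean inhibition of all tested compounds plus 3 SD, set separately per screening campaign, cut at about 2.9% in these data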;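 also: PERK kinase domain activated by AP20187 dimerizer at 100 nM; 0% = DMSO with dimerizer and 100% = rapamycin at 8.4 µM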
FXIa inh – inhibitors of human coagulation factor XIa. P03951. purified FXIa, Boc-Glu-Ala-Arg-AMC fluorogenic substrate. inhibition, % at 5 µM. hit rate 0.14% among 220,000;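 active = inhibition of at least 40%; inactive = inhibition below 40%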;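 also: fluorescence of freed AMC excited at 355 nm; 0% = enzyme without compound and 100% = no enzyme blank; many of its hits are not listed in these tables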
FXIIa inh – factor XIIa (human) inhibition | P00748 | purified FXIIa, Boc-QGR-AMC fluorogenic substrate, 2 h | inhibition, % at 5 µM | hit rate 0.3% among 220,000; in the data active = inhibition above about 40%;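 also: 0% = enzyme with no compound and 100% = blank without enzyme; many of its hits are not listed in these tables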
thrombin 1536 – blocks human thrombin protease activity; P00734; alpha-thrombin, Boc-VPR-AMC fluorogenic substrate cleavage; inhibition, % at 5 µM; hit rate 0.26% among 220,000; AID 1046;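 active = inhibition at or above 40%; inactive = inhibition below 40%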;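 also: 0% = enzyme with no compound and 100% = wells without enzyme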
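Test system: human alpha-thrombin; medium: pH 7.5 Tris-saline with Tween 20; times: reaction at room temperature; signal: AMC fluorescence at 355 nm excitation and 460 nm emission; also added: Boc-VPR-AMC substrate, 15 µM final; dosing: one concentration per compound, 5 µM, with 0.2% DMSO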
KCC2 mod – modulates chloride dependent transport by human KCC2; hit rate 2.2% among 190,000; KCC2 cells, thallium flux FluoZin-2 fluorescence; AID 1456; Q9H2X9; B-score of Tl+ flux slope (higher = more flux/activation; lower = inhibition) at 10 µM;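 active = thallium flux slope and its plate-corrected score both differing from the plate sample mean at a set confidence after two filtering rounds, in either direction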;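 also: slope of fluorescence scaled to starting intensity during 10 to 20 s after thallium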
Target sequence (Q9H2X9 whole entry, looked up): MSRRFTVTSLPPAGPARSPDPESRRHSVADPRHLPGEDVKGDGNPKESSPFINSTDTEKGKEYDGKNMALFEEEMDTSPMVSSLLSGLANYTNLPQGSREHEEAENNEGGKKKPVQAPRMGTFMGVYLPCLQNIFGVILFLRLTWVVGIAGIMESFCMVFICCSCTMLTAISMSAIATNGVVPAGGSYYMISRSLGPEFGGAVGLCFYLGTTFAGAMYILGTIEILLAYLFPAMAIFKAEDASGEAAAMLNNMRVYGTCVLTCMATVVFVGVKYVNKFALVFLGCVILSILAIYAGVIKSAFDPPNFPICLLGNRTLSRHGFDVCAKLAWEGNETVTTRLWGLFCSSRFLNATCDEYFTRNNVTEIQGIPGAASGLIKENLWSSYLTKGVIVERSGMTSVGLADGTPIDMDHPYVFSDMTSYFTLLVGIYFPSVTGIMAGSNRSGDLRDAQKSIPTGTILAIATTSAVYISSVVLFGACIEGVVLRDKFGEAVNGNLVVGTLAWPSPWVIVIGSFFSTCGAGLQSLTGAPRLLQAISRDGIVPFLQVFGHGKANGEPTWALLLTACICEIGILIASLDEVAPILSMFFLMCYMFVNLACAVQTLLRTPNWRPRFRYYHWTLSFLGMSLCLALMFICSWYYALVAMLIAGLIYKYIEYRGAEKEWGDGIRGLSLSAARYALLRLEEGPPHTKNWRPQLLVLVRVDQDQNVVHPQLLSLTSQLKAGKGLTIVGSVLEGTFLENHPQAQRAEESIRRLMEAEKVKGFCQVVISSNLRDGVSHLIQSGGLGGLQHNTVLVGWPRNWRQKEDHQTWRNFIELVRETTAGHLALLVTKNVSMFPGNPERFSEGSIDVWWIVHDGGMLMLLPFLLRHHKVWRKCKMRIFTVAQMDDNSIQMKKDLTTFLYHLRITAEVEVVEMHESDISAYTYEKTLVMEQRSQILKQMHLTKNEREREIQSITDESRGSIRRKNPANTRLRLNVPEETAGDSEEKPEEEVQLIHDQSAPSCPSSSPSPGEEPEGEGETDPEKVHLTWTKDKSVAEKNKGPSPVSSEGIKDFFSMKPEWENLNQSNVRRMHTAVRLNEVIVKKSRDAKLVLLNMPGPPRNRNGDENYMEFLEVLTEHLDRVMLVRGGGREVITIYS
Furin inhibitor – human furin inhibition. inhibition, % at 30 µM. P09958. hit rate 0.061% among 220,000. purified furin, fluorogenic substrate cleavage; in the data active = inhibition above about 25%; also: inactives centre near -15
Rad51 HR inh – Rad51 (human) homologous recombination inhibition; inhibition, % at 10 µM; AID 1385; hit rate 0.085% among 200,000; hRad51 DNA strand exchange, fluorescence dequenching;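 active = inhibition above 40% at the single screening dose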;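 also: 0% = DMSO control wells and 100% = blanks with heterologous ssDNA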
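Read-out basis: percent inhibition relative to plate controls and blanks / Assay system: human Rad51 nucleoprotein filaments preassembled on unlabelled ssDNA / Timing: filaments 15 min 37 °C, then compound 30 min / Control set: per-plate controls and blanks / Technique: fluorescence dequenching at 485/520 nm / Compound: 10 µM final, single point / Also added: Fluorescein- and BHQ1-tagged 47-mer duplex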
hK5 inh – inhibitors of human kallikrein 5; Q9Y337; recombinant hK5, fluorogenic AMC substrate cleavage; inhibition, % at 5 µM; hit rate 0.59% among 210,000;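 active = inhibition of 40% or more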;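 also: 0% = enzyme controls without compound and 100% = no-enzyme blanks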
Numbers without * were called inactive; . = not tested or not shown; [ ] = remark or other dose.

Letters – A = Calpain2 inh; B = PERK inhibitor; C = FXIa inh; D = FXIIa inh; E = thrombin 1536; F = KCC2 mod; G = Furin inhibitor; H = Rad51 HR inh; I = hK5 inh
> O=C(COc1nncc2ccccc12)Nc1ccc(Br)cc1F
  A: -3; B: -0.5; C: 2; D: 14; E: 0; F: -0.31; G: -21; H: -5; I: 18
> Cc1oc(-c2ccc(Cl)cc2)nc1CN1CCCC(C(=O)NCCCN2CCCC2=O)C1 (stereo not drawn)
  A: 14; B: 0.0; C: 0; D: 10; E: -4; F: .; G: -11; H: .; I: -3
> Cc1ccc(C(=O)Nc2ccc(C(=O)N/N=C/c3ccncc3)cc2)cc1
  A: -30; B: 0.5; C: 1; D: 9; E: -5; F: 0.57; G: -13; H: 18; I: 2
> N#Cc1ccsc1NC(=O)COC(=O)c1cc2ccccc2cc1O
  A: 31; B: -0.1; C: 7; D: 6; E: -6; F: -0.25; G: -3; H: -10; I: -15
> Cc1cc(-c2ccccc2)c2nncn2n1
  A: -73; B: 0.7; C: -8; D: -5; E: -1; F: -0.2; G: -3[20 µM]; H: 2; I: -24
> Cc1cc(NS(=O)(=O)c2ccc(NC(=S)NC(=O)c3ccc(F)cc3)cc2)no1
  A: -2; B: 0.7; C: -2; D: 9; E: 1; F: -0.55; G: 1; H: -3; I: -22
> CCS(=O)(=O)N1CCC(C(=O)NCCCN2CCCC2)CC1
  A: 1; B: 0.4; C: -2; D: 18; E: -1; F: .; G: -10; H: -4; I: -8
> CS(=O)(=O)NCCCCNc1ccc(C(F)(F)F)cc1[N+](=O)[O-]
  A: -4; B: -0.2; C: -2; D: 8; E: -6; F: -0.42; G: -10; H: .; I: .
> Clc1cccc(CN2COc3c(cc(Cl)c4cccnc34)C2)c1
  A: 8; B: 0.5; C: -5; D: 5; E: -3; F: 4.2*; G: -19; H: 21; I: -93
> NC(=O)C1(N2CCCCC2)CCN(C(=O)CCCn2c(=O)[nH]c3ccsc3c2=O)CC1
  A: 9; B: .; C: 2; D: 14; E: -7; F: 0.00014; G: -18; H: -3; I: -8
> CCCCC(=O)NC1(C(F)(F)F)C(=O)Nc2c1c(=O)n(C)c(=O)n2C (stereo not drawn)
  A: 5; B: 0.4; C: -10; D: 5; E: -1; F: -1.3; G: -18; H: 1; I: -8
> CNC(=S)Nc1ccc([N+](=O)[O-])cc1C
  A: -2; B: 0.8; C: -4; D: -6; E: 3; F: 0.42; G: -31; H: 4; I: -21
> O=C(NCC(c1ccco1)N1CCCCC1)c1ccc(OCc2ccccc2)cc1 (stereo not drawn)
  A: 44; B: 0.2; C: 0; D: 4; E: -2; F: .; G: -22; H: .; I: 10
> O=S(=O)(Nc1ccc(N2CCOCC2)cc1)c1ccc(F)cc1F
  A: -10; B: 0.1; C: -4; D: 3; E: -5; F: -0.065; G: -13; H: -3; I: -4
> Cc1ccc(CN2CCN(CCC(C)C)C(CCO)C2)s1 (stereo not drawn)
  A: -24; B: 0.1; C: 2; D: 7; E: 2; F: 0.059; G: -22; H: 17; I: .
> CCOC(=O)c1sc2nc(C)cc(C)c2c1NC(=O)c1ccco1
  A: -26; B: -0.7; C: 0; D: 14; E: -3; F: -0.023; G: -1; H: 1; I: 3
> CCOc1ccc(OCC)c(S(=O)(=O)N2CCCCC2C)c1 (stereo not drawn)
  A: -46; B: -0.1; C: 7; D: 9; E: -6; F: -0.65; G: -14; H: 1; I: -2
> CCn1c(CCNC(=O)c2cccs2)nnc1SCC(=O)NC1CCCCC1
  A: -11; B: -0.5; C: 0; D: -5; E: -3; F: 0.069; G: -11[20 µM]; H: 9; I: -8
> CC(=O)OCC1=C(C(=O)O)N2C(=O)C(NC(=O)c3ccc(COc4ccc(Cl)cc4)o3)C2SC1 (stereo not drawn)
  A: -28; B: 1.2; C: 3; D: 13; E: -3; F: -0.96; G: -20; H: .; I: .
> CCOC(=O)CSc1ccc(S(=O)(=O)N(C)C2CCCCC2)cc1[N+](=O)[O-]
  A: 11; B: -0.4; C: 2; D: 8; E: -2; F: -2.3; G: -17[20 µM]; H: 3; I: -9
> COc1ccc(-c2nc(CN3CCN(c4ncccn4)CC3)c(C)o2)cc1C
  A: -27; B: -0.6; C: -6; D: 4; E: -3; F: 0.17; G: -15; H: 3; I: -2
> Cc1nn(-c2ccccc2)c(C)c1NC(=O)COc1ccc(Cl)cc1Cl
  A: 35; B: -1.0; C: -9; D: -12; E: -13; F: -0.88; G: -1; H: -2; I: -9
> CCOC(=O)C1=C(C)N(CC)C(=S)NC1c1ccc(Cl)cc1 (stereo not drawn)
  A: 17; B: -0.1; C: 3; D: 6; E: -12; F: 0.071; G: 1; H: 1; I: -4
> CC(C)C1=CC(=NS(=O)(=O)c2cccc([N+](=O)[O-])c2)C=C(C(C)C)C1=O
  A: -74; B: -0.9; C: -3; D: 9; E: 0; F: 0.16; G: -10[20 µM]; H: .; I: -25
> CCOc1ccc(NC(=S)NCCCN2CCN(c3ccc(OC)cc3)CC2)cc1
  A: -1; B: -0.6; C: -6; D: 7; E: -11; F: 0.27; G: -14; H: 8; I: -3
> CN(C(=O)CSc1ccccc1C(=O)O)C1CCCCC1
  A: -39; B: 0.2; C: -2; D: -14; E: -7; F: 0.051; G: 0[20 µM]; H: 0; I: -7
> Cc1ccc(NC(=O)CSc2ccccc2NC(=O)c2ccccc2)cc1Cl
  A: 21; B: 0.2; C: 3; D: 7; E: -1; F: 0.8; G: -12; H: .; I: -5
> O=C1c2ccccc2NC2(CCCC2)N1N=C1CCCC1
  A: -450; B: -0.6; C: -5; D: 0; E: -6; F: -0.0049; G: -19; H: -5; I: -8
> NC1=NC[C@@H](Cc2ccc(O)cc2)N1CCc1cccc(F)c1
  A: -20; B: .; C: 3; D: 12; E: -1; F: 0.77; G: -16; H: -1; I: 3
> CCOC(=O)C(C)(C)Sc1nc2c(cnn2-c2ccc(C)cc2)c(=O)[nH]1
  A: -9; B: -0.3; C: 11; D: 18; E: 4; F: -0.48; G: -17[20 µM]; H: 3; I: 3

In a second layout: results already given
| compound | Calpain2 inh | PERK inhibitor | FXIa inh | FXIIa inh | thrombin 1536 | KCC2 mod | Furin inhibitor | Rad51 HR inh | hK5 inh |
| --- | --- | --- | --- | --- | --- | --- | --- | --- | --- |
| CC(=O)OCC1=C(C(=O)O)N2C(=O)C(NC(=O)c3ccc(COc4ccc(Cl)cc4)o3)C2SC1 (stereo not drawn) | -28 | 1.2 | 3 | 13 | -3 | -0.96 | -20 | . | . |
| CCOC(=O)CSc1ccc(S(=O)(=O)N(C)C2CCCCC2)cc1[N+](=O)[O-] | 11 | -0.4 | 2 | 8 | -2 | -2.3 | -17[20 µM] | 3 | -9 |
| COc1ccc(-c2nc(CN3CCN(c4ncccn4)CC3)c(C)o2)cc1C | -27 | -0.6 | -6 | 4 | -3 | 0.17 | -15 | 3 | -2 |
| Cc1nn(-c2ccccc2)c(C)c1NC(=O)COc1ccc(Cl)cc1Cl | 35 | -1.0 | -9 | -12 | -13 | -0.88 | -1 | -2 | -9 |
| CCOC(=O)C1=C(C)N(CC)C(=S)NC1c1ccc(Cl)cc1 (stereo not drawn) | 17 | -0.1 | 3 | 6 | -12 | 0.071 | 1 | 1 | -4 |
| CC(C)C1=CC(=NS(=O)(=O)c2cccc([N+](=O)[O-])c2)C=C(C(C)C)C1=O | -74 | -0.9 | -3 | 9 | 0 | 0.16 | -10[20 µM] | . | -25 |
| CCOc1ccc(NC(=S)NCCCN2CCN(c3ccc(OC)cc3)CC2)cc1 | -1 | -0.6 | -6 | 7 | -11 | 0.27 | -14 | 8 | -3 |
| CN(C(=O)CSc1ccccc1C(=O)O)C1CCCCC1 | -39 | 0.2 | -2 | -14 | -7 | 0.051 | 0[20 µM] | 0 | -7 |
| Cc1ccc(NC(=O)CSc2ccccc2NC(=O)c2ccccc2)cc1Cl | 21 | 0.2 | 3 | 7 | -1 | 0.8 | -12 | . | -5 |
| O=C1c2ccccc2NC2(CCCC2)N1N=C1CCCC1 | -450 | -0.6 | -5 | 0 | -6 | -0.0049 | -19 | -5 | -8 |
| NC1=NC[C@@H](Cc2ccc(O)cc2)N1CCc1cccc(F)c1 | -20 | . | 3 | 12 | -1 | 0.77 | -16 | -1 | 3 |
| CCOC(=O)C(C)(C)Sc1nc2c(cnn2-c2ccc(C)cc2)c(=O)[nH]1 | -9 | -0.3 | 11 | 18 | 4 | -0.48 | -17[20 µM] | 3 | 3 |

Additional structures follow:
Letters – A = Calpain2 inh; B = PERK inhibitor; C = FXIa inh; D = FXIIa inh; E = thrombin 1536; F = KCC2 mod; G = Furin inhibitor; H = Rad51 HR inh; I = hK5 inh
> O=C(COC(=O)CCOc1ccccc1)NCc1ccco1
  A: -162; B: 1.5; C: 2; D: 10; E: -2; F: 0.33; G: -20; H: .; I: -12
> Cn1c(C(=O)NCCCN2CCN(c3ccccc3F)CC2)cc2c(=O)n(C)c3ccccc3c21
  A: -20; B: -0.1; C: -8; D: 0; E: -9; F: -3.1; G: -18; H: 3; I: -4
> COc1cc(OC)cc(C(=O)NNC(=O)NC2CCCCC2)c1
  A: -18; B: -0.3; C: 2; D: 11; E: -1; F: -0.47; G: -3[20 µM]; H: -9; I: -8
> Cc1ccc(NC(=O)C2=C(O)c3ccccc3N(C)S2(=O)=O)cc1
  A: 23; B: 0.3; C: 2; D: 10; E: 2; F: 0.033; G: 3[20 µM]; H: -10; I: -22
> CC1CCCCC1NC(=O)COC(=O)CNC(=O)c1cccc(F)c1 (stereo not drawn)
  A: -8; B: 0.7; C: -1; D: 3; E: -3; F: -0.68; G: -14; H: 2; I: -3
> Cc1cccc(N2C(=O)CC(N3CCOCC3)C2=O)c1 (stereo not drawn)
  A: -12; B: 1.1; C: 3; D: 11; E: -2; F: -0.083; G: -20; H: 13; I: 2
> O=C(NCc1ccccc1)N1CCN(c2ccccc2F)CC1
  A: 19; B: -0.9; C: -14; D: 5; E: -2; F: 0.21; G: -16; H: 0; I: -20
> CC(C)CCC(C)NC(=O)c1ccc2nccnc2c1 (stereo not drawn)
  A: -34; B: 0.3; C: 0; D: 6; E: -9; F: 0.89; G: -23; H: -59; I: -5
> CC(C)CNS(=O)(=O)c1ccccc1C(=O)N1CCCCC1
  A: 3; B: 0.0; C: 1; D: 17; E: 2; F: 1.4; G: -7; H: -3; I: -12
> CN1CCc2c(sc3c2C(=O)NC(c2ccc(-c4ccc(Cl)cc4)o2)N3)C1 (stereo not drawn)
  A: -55; B: 0.3; C: -3; D: 8; E: 3; F: 0.3; G: 0; H: -249; I: -5
> CCOC(=O)c1c(NC(C)=O)sc2c1CCC(C=O)=C2Sc1ccccc1
  A: -92; B: -0.6; C: 6; D: 9; E: 3; F: -0.43; G: -21[20 µM]; H: 1; I: 4
> CC1(C(=O)OCC(=O)Nc2ccc3ccccc3c2)CC1(Cl)Cl (stereo not drawn)
  A: 29; B: 1.1; C: -6; D: 1; E: -12; F: -0.12; G: -17; H: 8; I: .
> CC(C)N(Cc1nc(-c2ccc(Cl)cc2)no1)C(=O)CN(C)S(=O)(=O)c1ccc(Cl)cc1
  A: 3; B: 1.2; C: -6; D: -2; E: -7; F: .; G: -7[20 µM]; H: 1; I: -3
> O=C(CSc1ncnc2c1oc1ccccc12)N1CCCc2ccccc21
  A: 34; B: 0.3; C: -4; D: 5; E: -3; F: .; G: -15; H: -3; I: -11

Some of the compounds tested (hit frequency here may not be typical).
